Assay outcomes: PubChem, National Center for Advancing Translational Sciences (NCATS)
FLuc modulator: inhibits or activates purified firefly luciferase, miR-21 counter-screen. P08659. purified FLuc, Km substrates, luminescence inhibition. Potency, µM (top dose mostly 57.5 µM), for inactives: at the top dose activity change, negative = inhibition, actives largely listed as inhibitors. 360,000 tested, 6.9% active. AID 588342;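 also: potency is read from the fitted curve at half-maximal effect; plate controls were vehicle for no effect and reference inhibitor for full effect; nearly all actives have a fitted effect of over 55% in size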
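Purified P. pyralis luciferase (10nM final) with 10uM D-luciferin and 10uM ATP (Km levels) in 50mM Tris acetate pH 7.5, 10mM Mg acetate, 0.01% Tween-20, 0.05% BSA; qHTS 6-point titration, ~60 µM downward; luminescence read.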
Rab9 promoter act: activates the Rab9 promoter | Huh7 Rab9 promoter-luciferase reporter, luminescence, 24 h | Potency, µM (titrated, usually from 9.22 µM), for inactives: at the highest dose activation, negative = inhibition, actives largely listed as activators | 320,000 tested, 2.8% active; also: potency is read from the fitted curve at half-maximal effect; % of control where 0% means no effect; nearly all actives have a fitted effect of over 60% in size
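Luminescence read-out: Huh7 cells stably expressing Rab9-luciferase, treated 24 h with compound at 37 °C, then lysed with luciferase reagent for 10 min at ambient before reading.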
RORg inh: ROR gamma (mouse) transcription inhibition; P51450; 310,000 tested, 5.4% active; Drosophila S2 Gal4-RORgamma UAS-luciferase reporter, 20 h; Potency, µM (titrated, usually from 53.6 µM), inactives show top-dose activity change, negative = inhibition, hits mostly inhibitors; also: potency is read from the fitted curve at half-maximal effect; % is scaled to controls: 0 for no effect and ±100 for the full control effect; nearly all actives have a fitted effect of over 60% in size
Target sequence (P51450 whole entry, looked up, the tested form may be a part): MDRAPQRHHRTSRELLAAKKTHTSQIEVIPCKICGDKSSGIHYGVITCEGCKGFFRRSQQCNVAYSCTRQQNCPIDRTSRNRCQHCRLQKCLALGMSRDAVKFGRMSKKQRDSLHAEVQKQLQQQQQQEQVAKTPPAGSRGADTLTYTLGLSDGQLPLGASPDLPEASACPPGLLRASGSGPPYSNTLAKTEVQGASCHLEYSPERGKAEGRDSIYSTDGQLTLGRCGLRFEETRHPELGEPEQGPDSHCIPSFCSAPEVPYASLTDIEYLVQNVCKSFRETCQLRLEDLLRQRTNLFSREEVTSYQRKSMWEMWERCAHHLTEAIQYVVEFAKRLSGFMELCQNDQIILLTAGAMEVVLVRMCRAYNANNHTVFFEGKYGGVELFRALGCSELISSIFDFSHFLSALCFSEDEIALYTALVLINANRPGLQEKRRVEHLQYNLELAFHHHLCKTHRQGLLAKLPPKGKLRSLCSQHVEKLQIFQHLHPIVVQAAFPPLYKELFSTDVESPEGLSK
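Luminescence from a UAS-regulated Photinus luciferase reporter in stably transfected Drosophila Schneider cells is measured; decreased signal marks ROR gamma inhibition. Fusion expression is induced by 700 uM copper sulfate for 20 hr.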
Tb PFK block: blocks T. brucei phosphofructokinase; T. brucei PFK, ADP-Glo luminescence; Potency, µM (highest dose often 57.5 µM), inactives show top-dose activity, negative = inhibition, most hits filed as inhibitors; 330,000 tested, 0.17% active;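 also: potency is read from the fitted curve at half-maximal effect; 0% = uninhibited 1x PFK enzyme wells and -100% = no-enzyme wells; nearly all actives have a fitted effect of over 60% in size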
Target sequence (O15648 whole entry, looked up): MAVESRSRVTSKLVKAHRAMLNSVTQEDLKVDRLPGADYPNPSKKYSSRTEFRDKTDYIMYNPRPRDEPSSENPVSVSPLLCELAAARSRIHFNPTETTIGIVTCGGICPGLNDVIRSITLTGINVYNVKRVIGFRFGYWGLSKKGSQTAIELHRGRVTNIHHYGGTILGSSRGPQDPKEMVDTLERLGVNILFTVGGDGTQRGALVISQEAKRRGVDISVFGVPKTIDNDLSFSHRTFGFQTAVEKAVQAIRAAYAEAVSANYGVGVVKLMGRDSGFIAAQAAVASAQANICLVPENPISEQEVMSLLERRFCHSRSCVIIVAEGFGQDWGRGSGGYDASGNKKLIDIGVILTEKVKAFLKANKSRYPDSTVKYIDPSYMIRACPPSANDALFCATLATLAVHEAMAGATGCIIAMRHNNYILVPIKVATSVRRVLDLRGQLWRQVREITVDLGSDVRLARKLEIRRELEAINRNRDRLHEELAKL
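ADP-Glo luminescence quantified ADP after 45 min at room temperature, with 1.25 nM T. brucei PFK, 0.1 mM ATP and 0.5 mM fructose-6-phosphate in pH 8.0 TEA buffer. qHTS titrations up to 57 µM; curves classified by quality.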
Gal4-VP16 FLuc: counter-screen for ROR gamma inhibitors: Gal4-VP16 reporter. 310,000 tested, 3.5% active. Drosophila S2 Gal4-VP16 UAS-luciferase, luminescence, 20 h. Potency, µM (highest dose often 53.6 µM), without a hit: at the highest dose activity, negative = inhibition, hits mostly inhibitors. AID 2546;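 also: Gal4-VP16 expression switched on by copper sulfate through the metallothionein promoter; potency is read from the fitted curve at half-maximal effect; % is scaled to controls: 0 for no effect and ±100 for the full control effect; nearly all actives have a fitted effect of over 50% in size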
KCNH2 3.1 inh: inhibitors of human KCNH2 3.1 potassium channel isoform. U2OS KCNH2 3.1, thallium flux FluxOr; stronger effect = lower value. activity change, % (tested at about 1.8 µM). 340,000 tested, 0.95% active. AID 720553;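 active = maximum activity change below -70%; inconclusive = maximum activity change from -70% to -50%; inactive = maximum activity change above -50%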;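 also: thallium influx rate constant from kinetic fluorescence after stimulation buffer; % is scaled to controls: 0 for no effect and ±100 for the full control effect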
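We transduce U2OS cells with the mutant 3.1 virus, culture them overnight, load FluxOr with Red40 quencher for 45 min, then add stimulation buffer and read kinetically for 2 min to derive a normalized rate constant.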
NPC1 prom act: activates the NPC1 promoter | Potency, µM (doses to about 9.22 µM), inactives show at the top dose activation, usual class: activators | Huh7 NPC1 promoter luciferase reporter, 24 h | AID 485313 | 320,000 tested, 2.4% active;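 also: potency is read from the fitted curve at half-maximal effect; % of control where 0% means no effect; nearly all actives have a fitted effect of over 60% in size; reporter is driven by a mutant NPC1 promoter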
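Quantitative HTS used a cell-based reporter: Huh7 cells stably bearing the NPC1 promoter upstream of luciferase were treated with compounds for 24 h, and promoter activation was read as luminescence.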
ELG1 genotoxic: inducers of genotoxicity in HEK293T ELG1-luciferase cells. HEK293T ELG1-luciferase reporter, luminescence, 16 h. Potency, µM (doses to about 46 µM), for inactives: at the top dose activity change, positive = activation, most hits filed as activators. 330,000 tested, 1.3% active. AID 504466; also: potency is read from the fitted curve at half-maximal effect; % of control where 0% means no effect; nearly all actives have a fitted effect of over 60% in size
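Cells (2,000/well) expressing the ELG1-luciferase fusion are dosed by pin tool and kept 16 hr at 37 °C, 5% CO2. Signal comes from ONE-Glo luciferase reagent after 30 min at room temperature.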
Coupling enz: coupling enzyme interference in Giardia aldolase counter-screen; AID 2472; 290,000 tested, 0.67% active; activity change, negative = inhibition, % at 58.2 µM, hits read low; coupling enzyme system counterscreen, AmpLite Red fluorescence; in the data active = activity change below about -30%; also: % is scaled to controls: 0 for no effect and ±100 for the full control effect
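Counterscreen of the coupled detection system alone, without aldolase: glyceraldehyde-3-phosphate coupling enzymes plus AmpLite Red readout. Compounds at 57.5 uM final, 10 min RT preincubation, 20 min RT reaction, fluorescence 525/598 nm.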
uPA surface inh: cell surface uPA generation inhibition | 330,000 tested, 0.31% active | cell surface uPA generation assay, qHTS | Potency, µM (top dose mostly 38.3 µM), inactives show top-dose activity change, negative = inhibition, usual class: inhibitors; active = well fitted inhibition curve with a large enough effect; inconclusive = small, poorly fitted or top-dose-only effect; inactive = no such curve, though single readings can be large or run the other way; tested in mouse RAW 264.7 cells; also: potency is read from the fitted curve at half-maximal effect; % is scaled to controls: 0 for no effect and ±100 for the full control effect; nearly all actives have a fitted effect of over 55% in size
Giardia killer: kills Giardia lamblia | Giardia lamblia trophozoite viability | activity change, % at 7.66 µM, hits read low | 340,000 tested, 0.15% active; in the data active = activity change below about -80%; inconclusive = between about -30% and that limit;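 also: parasites exposed to compound for two days anaerobically before the ATP read; % is scaled to controls: 0 for no effect and ±100 for the full control effect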
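ATP-content bioluminescence gauges trophozoite survival. Cells (100/well) receive compound and incubate anaerobically for 48 hrs at 37 deg C; detection reagent follows for 15-30 min at room temperature.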
Starred values were filed as active, the others as inactive; ? = inconclusive; . = no result given; [ ] = dose if it differs, or a comment. Unless noted, calls follow the shape of the dose curve; as a rule, active = well fitted curve in the direction sought with a large enough effect; inconclusive = small, poorly fitted or top-dose-only effect, or another doubt; inactive = no such curve, though single readings can be large; an effect the other way counts as inactive or inconclusive.

The line under a structure holds: Rab9 promoter act	RORg inh	Tb PFK block	Gal4-VP16 FLuc	uPA surface inh	ELG1 genotoxic	Coupling enz	FLuc modulator	Giardia killer	KCNH2 3.1 inh	NPC1 prom act
CC(C)N1C(=O)S/C(=C\c2ccc(-c3ccc(Cl)c(C(=O)O)c3)o2)C1=O
  0.4µM*	?	3%	2.5µM*	-24%	1.2µM*	1	3µM*	23	14	0.5µM*
CCOP(=O)(CN(CC)C(=O)c1ccccc1Br)OCC
  1%	13%	0%	6%	5%	-2%	3	4%	-5	1	0%
CCOc1ccccc1CNC(=O)CCNS(=O)(=O)c1ccc2[nH]c(=O)oc2c1
  0%	-4%	-1%	4%	-3%	0%	-1	-2%	-27	2	1%
CCc1c(C)nc(SCC(=O)N2CC(C)OC(C)C2)[nH]c1=O (stereo not given)
  -5%	.	0%	.	1%	1%	.	-2%	-7	-3	-2%
O=C(O)c1cccc(Oc2ncnc3sc4c(c23)CCCC4)c1
  7%	?	25%	-17%	13%	2%	20	?	16	3	-1%
O=C(CSc1nc2ccccc2o1)c1ccccc1
  ?	-10%	-3%	3%	1%	11%	1	11µM*	-10	-5	?
CC(=O)c1cccc(Nc2cc(C)nc3c(C)cc(C)cc23)c1
  -5%	3%	-1%	-18%	-10%	5%	2	-1%	-1	-12	-1%
O=c1cc(-c2ccccc2)[nH]n2cnnc12
  1%	17%	2%	5%	3%	0%	8	-12%	-3	8	2%
CCCCc1cc(=O)oc2cc(OCC(=O)N(CC)CC)ccc12
  4%	28%	-1%	4%	.	-1%	3	-3%	5	7	1%
O=C(NC(=S)Nc1ccccc1[N+](=O)[O-])c1ccccc1
  ?	?	1%	2µM*	-8%	-7%	-5	?	?	-9	?
CC(=O)c1c(C)oc2ccc(OCc3ccccc3)cc12
  27%	0%	0%	-14%	7%	12%	0	17µM*	?	0	26%
O=C(/C=C/c1ccco1)Nc1nc(-c2ccccn2)cs1
  ?	2.8µM*	1%	11µM*	?	0%	-3	21µM*	-4	3	?
O=C(Cc1ccc(F)cc1)N1CCOCC1
  7%	-19%	0%	0%	2%	-2%	4	2%	24	-9	-5%
Fc1ccccc1COc1ccccc1/C=N/Nc1nc(N2CCCC2)nc(N2CCCC2)n1
  1%	6.3µM*	0%	13µM*	2%	0%	0	0%	6	?	2%
Cc1ccc(C(=O)NC2CCCC2)cc1S(=O)(=O)N1CCCCC1
  -3%	42%	1%	3%	-11%	-4%	-1	0%	7	8	-3%
CC(C)(C)c1ccc(OCCN2CCCC2)cc1
  11%	-26%	-2%	3%	2%	-2%	2	3%[2.3 µM]	-10	-2	-3%
COCCNC(=O)c1nn2cccnc2c1Cl
  -5%	12%	-1%	6%	.	1%	3	4%	5	0	0%
Cn1c(=O)[nH]c(=O)c2c1nc(SCCN1CCOCC1)n2Cc1ccccc1
  2%	20%	1%	8%	0%	8%	3	-2%	11	-6	-2%
COc1cc(C(=O)OC2CC3CCC2(C)C3(C)C)ccc1OC(C)=O (stereo not given)
  21%	15%	3%	22%	-8%	13%	0	?	4	-1	4%
Cc1cc(N(C)Cc2ccccc2)nc(-c2ccccc2)n1
  0%	0%	5%	17%	-9%	8%	2	-17%	3	-27	2%
Cc1ccc(C)c(OCC(=O)O/N=C(\N)c2cccc([N+](=O)[O-])c2)c1
  2%	2%	-1%	-4%	-1%	0%	0	-4%	9	7	1%
CCOC(=O)C(NC(=O)CC)(Nc1ccc(S(=O)(=O)Nc2ncccn2)cc1)C(F)(F)F (stereo not given)
  12%	-8%	-6%	-7%	3%	-2%	-3	0%	-14	2	4%
CCC(C)(C)NC(=O)C(c1ccc(OC)cc1)N(Cc1cccs1)C(=O)CCC(=O)Nc1cc(C)on1 (stereo not given)
  0.63µM*	?	-1%	-6%	-1%	-5%	0	2%	2	7	-6%
CC(NC(=O)c1cccs1)C(=O)NC1=NCCS1 (stereo not given)
  1%	-13%	-3%	3%	-26%	-1%	3	5%	3	4	2%
CCN1C(=O)c2cccc3c(S(=O)(=O)Nc4nc(C)cs4)ccc1c23
  -2%	?	2%	-8%	-9%	?	11	1%	2	-5	-1%
CCn1c(=O)n(CC(=O)N2CCN(c3ccccc3F)CC2)c(=O)c2ccccc21
  -10%	11%	0%	-9%	1%	-1%	7	3%	-8	-2	-5%
Cc1nc2ccccc2c(=O)n1NC(=O)c1ccccc1Br
  1%	14%	12%	-1%	-8%	-2%	1	1%	-3	-4	-5%
COc1ccc(-c2nnc(SCC(=O)N3c4ccccc4Sc4ccccc43)o2)cc1
  -5%	?	-1%	-1%	3%	-6%	0	0%	6	-28	-2%
Cc1cc(=O)oc(C)c1C(=O)NCc1ccccn1
  5%	-19%	-6%	1%	.	1%	.	-1%	0	-8	-1%
CN(CC(=O)Nc1ccc(OC(F)(F)F)cc1)C(=O)Cc1c(Cl)cccc1Cl
  -2%	?	-3%	12%	-1%	-9%	0	3%	2	-1	-22%
CC[C@]12c3[nH]c4ccc(OC)cc4c3CCN1C(=O)C(CC(=O)NCCc1ccccn1)C[C@@H]2C(=O)N1CCN(C(=O)C2CC2)CC1 (stereo not given in full)
  .	.	-1%	.	-9%	1%	.	.	-12	-50	.
O=C(NN=C1CCCCC1)c1ccccc1-n1cccc1
  3%	-24%	-2%	2%	12%	-3%	1	3%	40[activator]	9	-4%
c1cncc(-c2nnc(C3CCCCC3)o2)c1
  -6%	25%	1%	4%	.	6%	1	3%	9	-80*	-1%
COc1ccc(-c2[nH]ncc2CN2CCC(N3CCSCC3)CC2)cc1F
  -2%	-21%	2%	-2%	-3%	0%	0	5%	9	2	-3%
CCOC(=O)c1c(NC(=O)c2c(Br)cnn2CC)sc(C)c1C
  -8%	-7%	0%	-4%	4%	-1%	-1	7%	21	4	-4%
COC(=O)c1cc(OC)cc(O)c1C(=O)c1c(O)cc(C)cc1O
  -5%	4%	3%	-1%	-23%	-4%	-3	0%	-21	9	-1%
Cc1cccc(NC(=O)Cn2cc(C(=O)C3CC3)c3ccccc32)c1C
  -2%	0%	4%	16%	2%	-9%	-1	0%	-9	7	-1%
Fc1ccc(N2CN(Cc3cccnc3)CNC2=S)cc1
  -4%	0%	0%	-9%	6%	-1%	3	-2%	8	3	-7%
CCCCc1nnc2c(N(C)S(=O)(=O)c3ccc(C)cc3)nc3ccccc3n12
  1%	19%	4%	-2%	4%	-2%	3	3%	11	-25	2%
CN(C)N1C(N)=C(C#N)C(c2cccs2)C2=C1CC(C)(C)CC2=O (stereo not given)
  -8%	0%	2%	-7%	1%	-3%	-46*	0%	-7	-16	0%
CC(C)(C)c1ccc(OCC(=O)NNC(=S)NC(=O)c2ccco2)c(Br)c1
  3%	5µM*	-6%	8.9µM*	3%	1%	8	9.5µM*	6	-13	-4%
CC1(c2ccc(OC(F)F)cc2)NC(=O)N(CC(=O)Nc2ccc(N3CCCCC3)cc2)C1=O (stereo not given)
  -2%	.	-10%	.	1%	-6%	.	-1%	4	-4	1%
Cc1nnc(C)c2c(C)n(-c3ccccc3)c(C)c12
  0%	15%	-8%	1%	-9%	-7%	1	-1%	-29	2	0%
O=C(CSc1nnc(CNC(=O)c2c(F)cccc2F)o1)Nc1ccc2c(c1)OCO2
  6%	2%	2%	-2%	10%	1%	0	-10%	-4	10	0%
CSC1=N/C(=C/c2cccnc2)C(=O)N1Cc1ccc(Cl)cc1
  -2%	4%	1%	-7%	-1%	2%	1	?	8	10	-1%
CCN(c1ccccc1)S(=O)(=O)c1ccc(C(C(=O)OC)C(=O)OC)c([N+](=O)[O-])c1
  -3%	9%	12%	0%	-2%	5%	0	0%	-16	15	-2%
Cc1nnc(SCC(=O)NC2CCCCCC2)n1N
  -10%	.	-8%	.	5%	1%	.	-1%	1	11	-1%
O=C(NCC(c1ccco1)N1CCN(c2ccccc2F)CC1)C(=O)NC1CC1 (stereo not given)
  18%	.	0%	.	0%	1%	.	2%	16	20	-2%
O=C(NC(C(=O)c1ccccc1)n1cnccc1=O)c1ccccc1 (stereo not given)
  28%	-7%	3%	-1%	1%	13%	-2	-1%	2	-15	16%
CCn1c(N)c(C(N)=O)sc1=S
  -8%	?	-1%	-10%	-1%	0%	3	6%	-13	0	1%
Cc1cc(C(=O)CN2C(=O)C(=O)N(C3CCCC3)C2=O)c(C)n1CCc1ccc(F)cc1
  -6%	.	-4%	.	8%	-6%	.	0%	2	-28	1%
O=C(C1CCCN1C(=O)c1cccs1)N1CCN(S(=O)(=O)c2ccc(F)cc2)CC1 (stereo not given)
  -3%	.	5%	.	7%	1%	.	-1%	5	-2	-2%
CCOC(=O)C1CCCN(S(=O)(=O)c2ccc3c4c(cccc24)C(=O)N3CC)C1 (stereo not given)
  -15%	.	1%	.	?	15%	.	-2%	4	-3	-12%
